SUMO1 PPI mod = modulators of SUMO1 protein-protein interactions, primary screen, biochemical, uHTS; SUMO1 binding to a labelled peptide, TR-FRET, 1 h; Small ubiquitin-related modifier 1 (Homo sapiens), P63165; 360,000 tested, 0.33% active; inhibition, % at 20 µM; AID 602429, 2012; in the data active = inhibition above about 37%
Target sequence (P63165 whole entry, looked up): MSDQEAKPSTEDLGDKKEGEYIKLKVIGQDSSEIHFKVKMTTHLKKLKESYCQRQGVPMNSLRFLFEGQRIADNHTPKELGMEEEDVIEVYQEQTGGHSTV
DNMT1 inh = human DNMT1 methyltransferase inhibitors, primary screen, biochemical, molecular beacon, fluorescence, HinP1I cleavage, uHTS; DNA (cytosine-5)-methyltransferase 1 (Homo sapiens), P26358; inhibition (reported as % activation of signal), % at 10 µM; 360,000 tested, 0.83% active; in the data active = inhibition above about 50%
Scp-1 inhibitor = Scp-1 phosphatase inhibitors, primary screen, biochemical, colorimetric, uHTS; inhibition, % at 20 µM; 340,000 tested, 0.88% active; Recombinant Scp1, phosphopeptide, malachite green phosphate absorbance; AID 493091, 2011;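 active = inhibition above about 50% at 20 µM, limit read from the data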;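 also: plate controls were DMSO wells with enzyme for no effect and wells lacking enzyme for full effect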
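System: truncated SCP-1 phosphatase (76-261aa); medium: Tris acetate buffer pH 5.5 with MgCl2 and Tween-20; incubation: 45 min room-temperature reaction, 5 min colour, 30 min stabiliser; compound: single 20 µM dose, 1% DMSO; reagent: Phosphorylated 17-residue peptide substrate; read-out: % inhibition at 20 µM; technique: colorimetric free-phosphate detection, absorbance 630 nm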
CendR NRP1 mod = modulators of CendR peptide binding to NRP-1, primary screen, biochemical, fluorescence polarization, uHTS | Neuropilin-1 (Homo sapiens), O14786 | 360,000 tested, 0.85% active | inhibition, % at 25 µM | FAM-RPARPAR peptide binding to NRP-1;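 active = inhibition or corrected inhibition above about 18%, plus a signal ratio from 0.5 to 1.5, limit read from the data, passing the limit was not always enough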; also: strong numbers were not always called active
Target sequence (O14786 whole entry, looked up): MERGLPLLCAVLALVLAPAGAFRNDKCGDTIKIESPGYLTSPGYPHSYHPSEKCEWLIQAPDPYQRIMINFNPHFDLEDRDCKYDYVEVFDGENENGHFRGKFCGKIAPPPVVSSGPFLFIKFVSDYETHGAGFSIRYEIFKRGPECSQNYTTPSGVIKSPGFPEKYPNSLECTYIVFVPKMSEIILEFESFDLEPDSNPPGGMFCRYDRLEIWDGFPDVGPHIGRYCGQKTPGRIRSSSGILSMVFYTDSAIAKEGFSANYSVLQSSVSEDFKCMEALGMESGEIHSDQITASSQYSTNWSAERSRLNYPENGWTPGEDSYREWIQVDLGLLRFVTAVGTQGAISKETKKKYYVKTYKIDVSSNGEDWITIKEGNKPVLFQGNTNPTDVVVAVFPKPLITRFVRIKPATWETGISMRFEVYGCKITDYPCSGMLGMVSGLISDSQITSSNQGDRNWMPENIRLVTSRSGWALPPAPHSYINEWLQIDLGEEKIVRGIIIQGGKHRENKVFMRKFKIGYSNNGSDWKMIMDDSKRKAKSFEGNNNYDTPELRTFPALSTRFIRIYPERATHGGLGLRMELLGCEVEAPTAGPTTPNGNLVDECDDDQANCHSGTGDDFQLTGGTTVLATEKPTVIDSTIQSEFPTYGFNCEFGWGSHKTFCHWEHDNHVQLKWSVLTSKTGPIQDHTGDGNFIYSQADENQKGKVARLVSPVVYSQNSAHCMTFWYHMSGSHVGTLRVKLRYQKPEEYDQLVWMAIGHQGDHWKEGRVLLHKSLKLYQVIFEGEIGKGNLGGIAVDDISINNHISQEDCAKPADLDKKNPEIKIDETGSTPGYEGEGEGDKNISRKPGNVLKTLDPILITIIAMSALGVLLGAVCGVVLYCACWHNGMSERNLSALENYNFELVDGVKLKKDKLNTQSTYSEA
eLon inh = inhibitors of E. coli Lon protease, primary screen, biochemical, fluorescence polarization | purified E. coli Lon protease | 360,000 tested, 0.42% active | inhibition, % at 7.94 µM | AID 602123, 2011 | P0A9M0; in the data active = inhibition above about 13%, passing the limit was not always enough;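 also: 0% = enzyme with probe and DMSO and 100% = no enzyme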
STEP block = STEP phosphatase inhibitors, primary screen, biochemical, fluorescence intensity, uHTS | Tyrosine-protein phosphatase non-receptor type 5 (Homo sapiens), P54829 | recombinant STEP, OMFP fluorogenic substrate | inhibition, % at 20 µM | 360,000 tested, 0.25% active | AID 588621, 2011;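 active = inhibition at 20 µM, scaled per plate between control wells, above about 37%, limit read from the data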;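 also: 0% = DMSO with enzyme and substrate and 100% = substrate only without enzyme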
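Assay system: isolated STEP enzyme. Buffer or medium: pH 6.0 Bis-Tris with DTT and Tween 20. Also added: fluorogenic phosphatase substrate OMFP at 25 µM final. Dosing: 20 µM, 1% DMSO. Timing: 20 min reaction, room temperature, in the dark. Measured by: fluorescence intensity, excitation 480 nm, emission 540 nm. Evaluation: normalized % inhibition.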
MsrA act = bovine MsrA enzyme activators, primary screen, biochemical, absorbance, HTS; purified bovine MsrA, absorbance read-out; Methionine sulfoxide reductase A (Bos taurus); 360,000 tested, 0.3% active; activation, % at 10.6 µM; in the data active = activation above about 7.5%;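 also: 0% = vehicle and 100% = reference activator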
Tb MetRS inh = T. brucei MetRS inhibitors, primary screen, biochemical, luminescence. methionyl-tRNA synthetase (Trypanosoma brucei brucei). purified T. brucei MetRS, ATP depletion, Kinase-Glo luminescence. inhibition, % at 11.9 µM. 360,000 tested, 0.4% active. AID 624268, 2012;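 active = inhibition above a per-plate cutoff of the control wells' mean inhibition plus 3 SD, cut at about 5.5% in these data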;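 also: 0% = DMSO wells median and 100% = median of wells with control inhibitor compound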
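Dosing: 11.9 µM single point; system: parasite MetRS enzyme; technique: luminescence of leftover ATP; times: 15 min enzyme-compound preincubation, 2 h reaction, 10 min detection, 25 °C; replicates: each compound tested once; read-out basis: percent inhibition relative to median high and low control wells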
MsrA inh = bovine MsrA enzyme inhibitors, primary screen, biochemical, absorbance, HTS | 360,000 tested, 0.75% active | inhibition, % at 15.5 µM | purified bovine MsrA, absorbance read-out | AID 651718, 2012; in the data active = inhibition above about 4.5%;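 also: 0% = vehicle wells with enzyme and 100% = reference inhibitor wells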
LMPTP block = LMPTP phosphatase inhibitors, primary screen, biochemical, fluorescence intensity, uHTS; recombinant LMPTP-A, OMFP fluorogenic substrate; Low molecular weight phosphotyrosine protein phosphatase (Homo sapiens), P24666; AID 651560, 2012; inhibition, % at 20 µM; 360,000 tested, 0.22% active;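 active = compounds that cut the enzyme signal by at least half of the control window in the single-dose screen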;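 also: plate controls were DMSO wells with enzyme plus substrate for no effect and substrate without enzyme for full effect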
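Test system: LMPTP-A phosphatase enzyme; input: 0.625 nM LMPTP-A final; reagent: OMFP substrate, 400 µM final; compound dosing: 20 µM single dose, 3% DMSO; incubation: 50 min dark incubation at room temperature; measured by: endpoint fluorescence intensity from OMFP dephosphorylation; measure: % inhibition relative to no-enzyme and uninhibited control wells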
* hit, by the source's call; nt = no result given.

SMILES	SUMO1 PPI mod	DNMT1 inh	Scp-1 inhibitor	CendR NRP1 mod	eLon inh	STEP block	MsrA act	Tb MetRS inh	MsrA inh	LMPTP block
COc1cc(OC)cc(C(=O)NNC(=O)CCc2nc3ccccc3c(=O)[nH]2)c1	-1	-4	3	-1	-2	2	-1	-0.2	-1.0	-0.4
CN(c1ccccc1)S(=O)(=O)c1cccc(C(=O)NCc2ccccc2)c1	3	-2	-15	2	-5	1	-4	-0.1	-0.2	0.0
COC(=O)c1ccc(N2CCCCC2)c(N)c1	1	3	-7	0	-2	1	-2	-0.6	1.0	-1.6
CCCC(=O)Nc1ccc(NC(=O)c2cccc(OC)c2)nc1	1	1	-6	-2	-4	-1	-11	-2.9	-1.2	0.3
CN1C(=O)c2ccccc2C(C(=O)NCc2ccco2)C1c1c[nH]c2ccccc12 (centres undefined)	6	-1	-7	12	1	3	-3	-0.2	1.0	0.0
Cc1ccccc1-c1cc2nc(NCc3ccccc3)n(C)c(=O)c2s1	-11	-2	nt	15	-1	-3	-1	-0.1	1.0	3.1
Nc1c(Cl)ncnc1N/N=C/c1ccncc1	-35	4	-17	9	-4	0	-7	0.4	3.4	1.0
C=CCSc1nc2ccccc2n1Cc1nnc(-c2cccs2)o1	-1	-3	-7	-15	-10	-7	-9	-0.5	-0.5	0.0
COc1cccc(C2=NOC(C(=O)Nc3ccc4c(c3)OCO4)C2)c1OC (centres undefined)	-5	-3	-10	3	-5	0	-1	0.3	0.1	0.9
O=C(N1CCN(c2ccccn2)CC1)C(Cl)(Cl)Cl	1	2	-4	1	2	-3	2	0.1	-0.6	-0.9
O=C(Nc1cccc(Cl)c1)Nc1nnc([C@H]2C[C@H](O)[C@@H](CO)O2)s1	5	3	nt	2	-3	-3	-6	0.2	0.1	-0.8
Cc1ccc(NS(=O)(=O)c2cccc(C(=O)N3CCCCCC3)c2)cc1	-2	-1	-8	-5	1	0	-2	-0.2	1.7	0.1
Cc1ccccc1C(=O)NC(C(=O)Nc1nc2c(s1)CCCC2)C(C)C (centres undefined)	-4	-1	-7	-8	-3	1	-4	-0.1	-0.7	0.7
COc1ccc(OC)c(NC(=O)CCNS(=O)(=O)c2cc(Br)cnc2N)c1	-1	-5	-6	2	0	8	-3	0.1	-0.3	-1.3
Cc1ccc2oc(=O)c3cnn(CC(=O)N(CCCN4CCOCC4)Cc4ccco4)c3c2c1	-1	1	2	-5	2	-1	-7	-0.4	2.5	0.1
NS(=O)(=O)c1ccc(CCNC(=O)C2CCN(C(=O)Nc3ccccc3)CC2)cc1	-1	2	5	12	6	1	-7	-0.4	0.7	-1.6
COc1ccc(C)cc1NC(=O)C(=O)NNC(=O)c1ccco1	1	-1	-7	-4	-2	1	2	0.0	2.6	-0.2
c1ccc(-c2cn(C[C@H]3CC[C@H](Cn4cc(-c5ccccn5)nn4)O3)nn2)nc1	22	2	1	-9	1	-2	-2	-0.1	-0.7	-0.2
COCCNC(=O)c1onc(CSc2ccncc2)c1C(=O)NCCOC	-1	7	1	24	-18	-1	-2	-0.6	0.3	1.4
Cc1nn(C(C)C(=O)NCCCN2CCCCCC2)c(=O)c2c1sc1ccccc12 (centres undefined)	-33	-5	10	6	-4	0	-3	0.1	-0.3	17
Cc1ccc(OCCSc2nc(N)cc(N)n2)cc1	10	-4	-3	0	-5	-1	-2	-0.1	-0.8	0.9
CCC1CCCCN1S(=O)(=O)c1ccc(C(=O)N(CCCN(C)C)c2nc3cc4c(cc3s2)OCO4)cc1 (centres undefined)	15	-1	0	2	-12	1	-4	-0.4	0.2	0.3
Cc1cc(C(=O)OCC(=O)Nc2ccccc2Br)c(C)o1	14	0	-2	8	1	1	1	-0.1	-0.4	0.3
CCOC(=O)C1CCN(c2cc3c(cc2NC(=O)c2ccccc2Br)n(C)c(=O)n3C)CC1	8	0	1	13	4	-1	-8	-1.0	0.0	1.3
CCOC(=O)c1c(NC(=O)CSc2ccccc2C(=O)O)sc(C)c1C	19	0	4	-13	4	2	-3	-0.3	1.2	-1.0

Some entries already given, limited to STEP block.
Molecule	STEP block
Cc1ccccc1-c1cc2nc(NCc3ccccc3)n(C)c(=O)c2s1	-3
Nc1c(Cl)ncnc1N/N=C/c1ccncc1	0
C=CCSc1nc2ccccc2n1Cc1nnc(-c2cccs2)o1	-7

Another view of part of the listing above.
Cc1ccccc1-c1cc2nc(NCc3ccccc3)n(C)c(=O)c2s1
  SUMO1 PPI mod = -11	DNMT1 inh = -2	Scp-1 inhibitor = nt	CendR NRP1 mod = 15	eLon inh = -1	STEP block = -3	MsrA act = -1	Tb MetRS inh = -0.1	MsrA inh = 1.0	LMPTP block = 3.1
c1ccc(-c2cn(C[C@H]3CC[C@H](Cn4cc(-c5ccccn5)nn4)O3)nn2)nc1
  SUMO1 PPI mod = 22	DNMT1 inh = 2	Scp-1 inhibitor = 1	CendR NRP1 mod = -9	eLon inh = 1	STEP block = -2	MsrA act = -2	Tb MetRS inh = -0.1	MsrA inh = -0.7	LMPTP block = -0.2
COc1ccc(OC)c(NC(=O)CCNS(=O)(=O)c2cc(Br)cnc2N)c1
  SUMO1 PPI mod = -1	DNMT1 inh = -5	Scp-1 inhibitor = -6	CendR NRP1 mod = 2	eLon inh = 0	STEP block = 8	MsrA act = -3	Tb MetRS inh = 0.1	MsrA inh = -0.3	LMPTP block = -1.3
Cc1ccc(OCCSc2nc(N)cc(N)n2)cc1
  SUMO1 PPI mod = 10	DNMT1 inh = -4	Scp-1 inhibitor = -3	CendR NRP1 mod = 0	eLon inh = -5	STEP block = -1	MsrA act = -2	Tb MetRS inh = -0.1	MsrA inh = -0.8	LMPTP block = 0.9

Two entries picked at random from the list so far:
SMILES	SUMO1 PPI mod	DNMT1 inh	Scp-1 inhibitor	CendR NRP1 mod	eLon inh	STEP block	MsrA act	Tb MetRS inh	MsrA inh	LMPTP block
c1ccc(-c2cn(C[C@H]3CC[C@H](Cn4cc(-c5ccccn5)nn4)O3)nn2)nc1	22	2	1	-9	1	-2	-2	-0.1	-0.7	-0.2
C=CCSc1nc2ccccc2n1Cc1nnc(-c2cccs2)o1	-1	-3	-7	-15	-10	-7	-9	-0.5	-0.5	0.0

The list goes on.
SMILES	SUMO1 PPI mod	DNMT1 inh	Scp-1 inhibitor	CendR NRP1 mod	eLon inh	STEP block	MsrA act	Tb MetRS inh	MsrA inh	LMPTP block
Nc1nc(CSc2nnnn2-c2ccccc2)nc(Nc2ccccc2)n1	-3	1	nt	-6	-19	-3	-1	0.0	-0.2	3.5
Cc1cc(C(c2cc(C)c(N)c(C)c2)c2ccco2)cc(C)c1N	5	-2	-7	-1	12	3	-5	-0.4	0.3	1.1
NC(=O)[C@@H]1CCCNc2c(I)cc([N+](=O)[O-])cc2C(=O)N[C@@H](CO)C(=O)N[C@@H](Cc2ccc(O)cc2)C(=O)N1	-37	8	2	-6	-1	-2	-2	7.4*	0.8	0.0
CCCCCCn1c(=O)n2n(c1=O)C[C@]1(OC(=O)Nc3cccs3)CN(S(=O)(=O)c3ccc(C)cc3)C[C@]1(O)C2	1	-3	nt	-6	4	2	-6	-1.8	0.5	0.5
O=C1CC(C(=O)N(c2ccc(F)cc2)C(C(=O)NC2CCCC2)c2ccccn2)CS1 (centres undefined)	2	1	-3	-5	-4	0	-5	-0.6	0.0	-3.1
O=C(N/N=C/c1ccc(O)cc1)NC12CC3CC(CC(C3)C1)C2	-1	-3	0	21	-4	0	-3	-1.2	0.3	0.5
Cc1cc(C)c2c(CC(=O)NN(C)C)coc2c1	5	0	6	-2	-9	7	-2	-0.1	0.6	-1.6
O=C(C=CC(=O)Nc1ccc(F)cc1F)Nc1ccc(F)cc1F	-5	16	nt	-4	-4	2	-3	-0.5	-0.5	-1.4
FC(F)(F)c1cccc(OCCN2CCN(Cc3ccccc3)CC2)c1	0	0	-2	2	-1	0	-2	0.3	-1.0	-0.9
CCCCCC(C)NC(=O)c1ccoc1C (centres undefined)	-1	0	-2	6	-3	0	0	-0.4	0.0	-2.1
CCCCN(C(=O)c1cccc(N2C(=O)c3ccccc3C2=O)c1)c1c(N)n(CCCC)c(=O)[nH]c1=O	-14	5	1	-11	-5	-1	0	0.1	-0.1	-0.2
O=C(Cn1cnc2c(nnn2-c2ccccc2)c1=O)N1CCC(Cc2ccccc2)CC1	3	1	-8	0	-14	4	1	-0.2	-0.1	1.2
COc1ccc(Cc2nc3ccc(C(=O)NCCn4cccn4)cc3o2)cc1	20	2	-3	0	8	-2	-6	-0.6	-0.9	0.0
CC(NC(=O)COC(=O)CN1C(=O)c2ccccc2C1=O)c1ccccc1 (centres undefined)	-5	1	-5	6	-2	0	-1	-0.3	1.0	-0.1
CCC(C(=O)N1CCc2ccccc2C1)n1nc(C)n2c(cc3occc32)c1=O (centres undefined)	-2	-2	-9	3	4	-4	-1	-0.2	-0.2	2.0
O=C1NC(=O)C2C3c4ccccc4C(c4ccccc43)C12 (centres undefined)	-4	10	4	6	-15	1	0	0.2	1.8	-3.5
Cc1c(Cl)cccc1NC(=O)N1CCCN(c2nc(-c3ccccc3)ns2)CC1	5	0	-11	-4	-6	3	-4	0.7	-1.7	2.5
CCc1ccc(N2CC(C(=O)OCC(=O)Nc3cc(C)on3)CC2=O)cc1 (centres undefined)	2	-1	1	8	3	1	-7	-1.0	-0.3	-0.3
COc1ccc(CNC(=O)COC(=O)c2[nH]c(C)c(C(C)=O)c2C)cc1OC	8	0	-8	-4	-15	-2	-2	-0.3	0.0	-0.2
O=C(COC(=O)CCCSc1nc2ccccc2[nH]1)NC(=O)NC1CCCC1	0	2	-3	-6	7	0	-11	-0.5	0.5	0.4
CCC1=C(c2cc(OC)c(OC)c(OC)c2)C2(CCCC2)C(=O)O1	-1	2	-2	12	-4	-2	-11	-0.4	-0.4	-0.6
CCNC(=O)O/N=C1\CCCCC1c1ccc([N+](=O)[O-])cc1[N+](=O)[O-] (centres undefined)	-29	-13	-10	9	-1	-1	-2	-0.6	0.3	2.5
CC(=O)c1ccc(N2CCN(Cc3nc4ccccc4[nH]3)CC2)cc1	3	-6	-5	-6	-3	-2	-1	1.9	2.3	0.2

High-throughput results from PubChem.
